# PI4K2A inh = qHTS for small molecular inhibitors of PI4K2A. purified PI4K2A, ADP-Glo luminescence, 1 h; hits give low values. activity change, negative = inhibition, % at 76.9 µM. 420,000 compounds, 0.13% hits. Phosphatidylinositol 4-kinase type 2-alpha (Homo sapiens), Q9BTU6; in the data active = activity change below about -50%; inconclusive = mostly about -30% to -49%;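 also: -100% = wells without enzyme as full effect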
#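 Compounds are screened against recombinant PI4K2A using PI as substrate and ATP, the latter dispensed at 300 microM. Reactions run one hour at ambient temperature before ADP-Glo detection; full inhibition defined by wells lacking enzyme.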
# Vif-APOBEC3G blk = qHTS for Inhibitors of Vif-A3G Interactions: qHTS; DNA dC->dU-editing enzyme APOBEC-3G (Homo sapiens), Q9HC16; HeLa A3G-eYFP + Vif (tagged APOBEC3G with the HIV-1 protein that degrades it), YFP fluorescence, overnight; Potency, µM (series often up to 46.1 µM), for inactives: at the highest dose activity, negative = active, most hits filed as inhibitors; 410,000 compounds, 0.076% hits; AID 602310, 2012;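 also: potency is read from the fitted curve at half-maximal effect; % is scaled to controls: 0 for no effect and ±100 for the full control effect; nearly all actives have a fitted effect of over 60% in size; hits raise eYFP signal because A3G escapes Vif-driven loss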
# Target sequence (Q9HC16 whole entry, looked up): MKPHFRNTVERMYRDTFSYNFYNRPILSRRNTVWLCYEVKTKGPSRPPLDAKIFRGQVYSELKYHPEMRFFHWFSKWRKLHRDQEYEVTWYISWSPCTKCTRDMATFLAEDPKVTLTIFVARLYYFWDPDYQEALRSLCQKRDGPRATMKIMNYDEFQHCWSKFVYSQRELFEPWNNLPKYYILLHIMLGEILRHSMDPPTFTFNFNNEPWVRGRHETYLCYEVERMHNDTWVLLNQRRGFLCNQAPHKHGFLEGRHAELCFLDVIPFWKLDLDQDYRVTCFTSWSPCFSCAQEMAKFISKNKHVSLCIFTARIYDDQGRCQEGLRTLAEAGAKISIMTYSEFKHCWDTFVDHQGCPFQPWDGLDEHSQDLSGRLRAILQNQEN
#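 HeLa cells stably expressing Vif and C-terminally eYFP-tagged A3G, seeded overnight at 37 deg C, then exposed to compound by pintool overnight at 37 deg C. Rise in yellow fluorescence (Ex 488/Em 500-530, Acumen) marks blocked Vif-driven A3G degradation.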
# USP1 inh = Inhibitors of USP1/UAF1: Primary Screen; Ubiquitin carboxyl-terminal hydrolase 1 (Homo sapiens), O94782; recombinant USP1/UAF1, Ub-Rhodamine cleavage fluorescence; Potency, µM (titrated, usually from 57.1 µM), for inactives: top-dose activity change, negative = inhibition, hits mostly inhibitors; 390,000 compounds, 0.23% hits; also: potency is read from the fitted curve at half-maximal effect; % is scaled to controls: 0 for no effect and ±100 for the full control effect; nearly all actives have a fitted effect of over 60% in size; inactives centre near -12
#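 USP1/UAF1 complex at 1 nM was preincubated with compound for 15 min at room temperature, then Ub-Rho substrate (150nM final) was added. Fluorescence (480/540 nm) was read kinetically, 6 reads every 60 seconds.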
# LDHA block = qHTS assay for inhibitors of human lactate dehydrogenase | purified LDHA, NADH/diaphorase-resazurin fluorescence; hits give low values | activity change, % (values are at about 110 or 230 µM) | L-lactate dehydrogenase A chain (Homo sapiens), P00338 | AID 1347041, 2019 | 480,000 compounds, 0.15% hits; in the data active = activity change below about -30%; inconclusive = mostly about -25% to -30%;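 also: plate controls were DMSO wells for no effect and wells without enzyme for full effect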
#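 Remaining NADH was detected by diaphorase (0.133 mg/mL) converting 37 µM resazurin to fluorescent resorufin, read at 0 and 20 minutes. The preceding 5-minute room-temperature reaction used 2 nM LDHA, 0.2 mM sodium pyruvate and 0.06 mM NADH at pH 7.4.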
# GRP78 ERSR act = qHTS for Inducers of the Endoplasmic Reticulum Stress Response (ERSR) in Human Glioma: qHTS. AID 602332, 2012. 420,000 compounds, 0.02% hits. U87-MG GRP78 promoter luciferase reporter, 16 h. Potency, µM, for inactives: top-dose activation, usual class: activators; also: potency is read from the fitted curve at half-maximal effect; series mostly up to about 76 µM; % of control where 0% means no effect; nearly all actives have a fitted effect of over 35% in size
#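 Stably transfected U87-MG human glioma cells carrying a GRP78-based luminescent sensor were seeded at 1000 cells/well, pin-dosed with compounds and incubated 16 h. Luciferase reagent was then added, and end-point luminescence was read after 10 min at room temperature.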
# TrxR1 substrate = qHTS Assay for Substrates of Mammalian Selenoprotein Thioredoxin Reductase 1 (TrxR1): qHTS. Thioredoxin reductase 1, cytoplasmic (Rattus norvegicus), O89049. purified TrxR1 substrate turnover, NADPH consumption readout. Potency, µM (top dose mostly 114 µM), for inactives: at the top dose activity change, negative = substrate turnover. 390,000 compounds, 0.01% hits; also: potency is read from the fitted curve at half-maximal effect; % is scaled to controls: 0 for no effect and ±100 for the full control effect; nearly all actives have a fitted effect of over 50% in size
#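 Rat TrxR1, dispensed at 90 nM, was prereduced with 400 uM NADPH (final) for 5 min at ~22 deg C, then incubated with compound 15 min before 400 uM selenite. A first-read NADPH fluorescence drop versus no-compound background flagged substrates.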
# Vif-APOBEC3F blk = qHTS for Inhibitors of Vif-A3F Interactions: qHTS | 390,000 compounds, 0.2% hits | HeLa A3F-eYFP + Vif (tagged APOBEC3F with the HIV-1 protein that degrades it), YFP fluorescence increase | Potency, µM (series often up to 46.1 µM), without a hit: at the top dose activity, negative = active | AID 602313, 2012; also: potency is read from the fitted curve at half-maximal effect; % of control where 0% means no effect; nearly all actives have a fitted effect of over 65% in size
#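 Fluorescence increase (Ex 488/Em 500-530) after overnight compound treatment at 37 deg C flags inhibition of Vif-driven A3F-eYFP loss in stable HeLa A3F-eYFP/Vif cells seeded overnight beforehand.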
# RXFP1 agonist = qHTS Assay for Agonists of the Relaxin Receptor RXFP1. HEK293T-RXFP1 cAMP TR-FRET, 30 min; response scale: percent of porcine relaxin response, buffer zero. Potency, µM (titrated, usually from 57.5 µM), without a hit: at the top dose activation, usual class: activators. 370,000 compounds, 0.3% hits. AID 2676, 2010; also: potency is read from the fitted curve at half-maximal effect; % is scaled to controls: 0 for no effect and ±100 for the full control effect; nearly all actives have a fitted effect of over 60% in size; many of its hits are not listed in these tables
#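 Agonist response is measured as cAMP accumulation in an RXFP1-transfected HEK293T line under PDE4 inhibition. Values are scaled between buffer-only and 29 nM porcine relaxin, and EC50s come from standard Hill equation fits.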
# mIDH1 inhibitor = qHTS for Inhibitors of mutant isocitrate dehydrogenase 1 (IDH1): qHTS; IDH1-R132H enzyme, NADPH consumption, diaphorase/resazurin fluorescence; Potency, µM (doses to about 76.6 µM), without a hit: at the top dose activity change, negative = inhibition, actives largely listed as inhibitors; AID 602179, 2012; 390,000 compounds, 0.093% hits; Isocitrate dehydrogenase [NADP] cytoplasmic (Homo sapiens), O75874; also: potency is read from the fitted curve at half-maximal effect; % is scaled to controls: 0 for no effect and ±100 for the full control effect; nearly all actives have a fitted effect of over 65% in size
# Target sequence (O75874 whole entry R132H, stated change not applied): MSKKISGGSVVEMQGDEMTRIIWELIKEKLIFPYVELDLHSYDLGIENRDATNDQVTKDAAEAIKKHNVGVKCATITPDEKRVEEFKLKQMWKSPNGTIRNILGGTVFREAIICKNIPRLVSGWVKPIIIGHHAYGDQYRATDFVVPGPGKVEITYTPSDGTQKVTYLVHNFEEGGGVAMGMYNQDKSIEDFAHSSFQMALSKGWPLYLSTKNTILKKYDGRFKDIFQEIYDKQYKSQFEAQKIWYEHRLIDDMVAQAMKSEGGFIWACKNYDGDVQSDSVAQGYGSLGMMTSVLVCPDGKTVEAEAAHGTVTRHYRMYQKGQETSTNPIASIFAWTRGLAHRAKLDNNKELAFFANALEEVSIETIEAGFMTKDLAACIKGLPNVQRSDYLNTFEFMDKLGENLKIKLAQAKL
#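 IDH1-R132H (0.5 ug/mL) preincubated 30 min with compound, then NADPH (0.016 mM) and alpha-KG (2 mM) added; 80 min at RT, pH 7.5. Remaining NADPH coupled via diaphorase/resazurin to fluorescence (540/590 nm); concentration-response curves normalized to no-enzyme control.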
# Starred values were filed as active, the others as inactive; ? = inconclusive; . = no result given; & = joins results of further samples; [ ] = dose if it differs, or a comment. Unless noted, calls follow the shape of the dose curve; as a rule, active = well fitted curve in the direction sought with a large enough effect; inconclusive = small, poorly fitted or top-dose-only effect, or another doubt; inactive = no such curve, though single readings can be large; an effect the other way counts as inactive or inconclusive. A portion of the library (hit frequency here may not be typical).
no.	SMILES	PI4K2A inh	Vif-APOBEC3G blk	USP1 inh	LDHA block	GRP78 ERSR act	TrxR1 substrate	Vif-APOBEC3F blk	RXFP1 agonist	mIDH1 inhibitor
1	CC(C)(C)OC(=O)N1CCC(c2c(C(=O)N3CCC(c4ccccc4)C3)cnn2-c2cccc(Cl)c2)CC1 (stereo not drawn)	-4	5%	-15%	6	-1%	-10%	-7%	0.1%	11%
2	O=C(Nc1ccc(F)cc1F)c1ccc2c(c1)CCN2S(=O)(=O)c1ccc(Cl)cc1	-2	2%	-23%	-5	-1%	0%	-11%	1.1%	-8%
3	CCOC(=O)c1c(C)c(C)n(Cc2cccc(OC)c2OC)c1C	-5	-2%	-14%	0	-5%	0%	-1%	1.2%	3%
4	CS(=O)(=O)c1ccc(-c2sc3ccccc3c2C(=O)NCCCN2CCOCC2)cc1	-1	-3%	-2%	1	1%	-5%	2%	.	0%
5	c1ccc(-c2ccccc2-n2cnnn2)cc1	-3	-1%	-13%	3	-2%	-1%[57.1 µM]	2%	-0.5%	3%
6	COC(=O)c1c(NC(=O)CN2CCCC(C)C2)c2c(C)cccc2n1C (stereo not drawn)	10	-6%	-1%	-10	-2%	10%[57.1 µM]	1%	1.5%	3%
7	CN(C)c1cccc(C(=O)NCCCn2ccc3ccccc32)c1	3	-9%	-7%	1	3%	6%	-10%	2.1%	-2%
8	CCCS(=O)(=O)N1CCC(n2c(C(F)(F)F)nc3cccnc32)CC1	0	2%	-20%	-8	0%	-1%[57.1 µM]	-1%	4.9%	-2%
9	C[C@@H]1C=C[C@](Cc2ccccc2)(C(=O)NCCc2c[nH]c3ccccc23)N1C(=O)c1ccccc1	2	1%	-26%	-1	-1%	-5%	2%	0.6%	-2%[38.3 µM]
10	CC1CCN(c2ccc(C=O)o2)CC1	-5	0%	-11%	-10	-1%	-5%	-2%	-1.1%	-15%
11	CCN(CC)S(=O)(=O)c1cccc(C(=O)NC2CCCCC2)c1	-14	-2%	0%	-1	2%	2%	-4%	3.2%	-1%
12	Cc1ccc(N=CC2=C(O)CC(c3ccc(Cl)cc3)CC2=O)cc1 (stereo not drawn)	-1	0%	-5%	-6	-5%	181%[activator]	?	0.6%	10%
13	O=C(Nc1cnn(Cc2ccc(Cl)c(Cl)c2)c1)C12CC3CC(CC(C3)C1)C2	-2	0%	-21%	0	-6%	-4%[57.1 µM]	-11%	0.9%	-7%
14	CN(C)Cc1nc2c(c(=O)[nH]1)C(C)(C)Cc1ccccc1-2	1	-3%	-11%	13&2	-2%	-5%	-1%	-0.2%	2%
15	CC(C)c1ccc(NC(=O)CSc2nnc(-c3ccccc3)n2C)cc1	.	-1%	.	-1	-4%	-4%	.	.	.
16	COc1ccc(-c2cc(=O)c3cc(F)ccc3[nH]2)cc1	-4	1%	-20%	-3	-2%&0%	22%[57.1 µM]	1%	4.2%	11%
17	Cc1ccc(NC(=O)[C@H](NC(=O)[C@@H]2Cc3ccccc3CN2)c2ccccc2)cc1C	-6	0%	-2%	-5	1%	-4%	0%	0.9%	8%
18	CC(C)(C)C1CCC(=NNc2nc3ccccc3[nH]2)CC1 (stereo not drawn)	4	-8%	-17%	2	1%	1%[57.1 µM]	?	0.3%	-6%
19	CCOc1ccc(CCNC(=O)C2=C(C)C(=O)OC23CCCCC3)cc1OCC	1	-4%	-5%	-10	-3%	5%[57.1 µM]	1%	-0.6%	2%
20	CCC(C)[C@H](NC(=O)C1CC(=O)N(c2ccc(OC)cc2)C1)C(=O)NC1CCCC1 (stereo partly drawn)	10	0%	-16%	-2	-3%	4%[57.1 µM]	-4%	-1.3%	-11%
21	CC(C)CSc1nc2c(c(=O)[nH]c(=O)n2C)n1CCc1ccccc1	0	2%	-12%	-5&0	-3%	6%[57.1 µM]	-2%	-0.3%	6%
22	CC(C)N1C(=O)S/C(=C/c2ccc(Sc3nc4ccccc4[nH]3)o2)C1=O	0	-18%	-18%	-1	-1%	-11%	0%	1.0%	-4%
23	COc1ccc(C(=O)N/C(=C\c2ccco2)C(=O)NC2CCS(=O)(=O)C2)cc1 (stereo not drawn)	4	1%	-17%	-4	0%	-3%[57.1 µM]	-12%	-0.6%	1%
24	CCC(=O)Nc1nonc1-c1nc2ccccc2n1CC(C)C	-6	0%	-10%	-10	-4%	13%[11.4 µM]	3%	2.8%	1%
25	CCOc1ccc(NC(=O)CN(C)C(=O)Cn2cnc3c2c(=O)n(C)c(=O)n3C)cc1OCC	-1	2%	-6%	0	-4%	-8%	-19%	8.3%	0%
26	O=C(Nc1ccccc1F)NC1CC1	4	2%	-15%	-5	-1%	2%[57.1 µM]	1%	-1.1%	2%
27	CCN(CC)c1ccc(/C=c2/sc3nnc(-c4ccccc4C)n3c2=O)cc1	6	-3%	?	-3	0%	7%	1.3µM*	2.1%	11%
28	Cc1ccc(S(=O)(=O)N2CCCCC2CCNC(=O)C(=O)Nc2ccccc2F)cc1 (stereo not drawn)	1	-22%	-16%	-3	-1%	3%	-3%	-0.3%	9%
29	CCOC(=O)[C@@H]1[C@H]2COc3cc(OC)ccc3[C@@H]2N2C(=O)N(c3ccc(C(F)(F)F)cc3)C(=O)[C@@]12C	-2	0%	-22%	0	-3%	-1%[57.1 µM]	2%	0.3%	-11%
30	CCOC(=O)c1ccccc1NC(=O)N(C(C)C)C1CCN(C(C)=O)CC1	2	0%	-15%	-3	-2%	-2%	-7%	-0.4%	1%
31	CCOC(=O)CCNC(=O)N1CCC(CCOc2ccccc2)(C(=O)OCC)CC1	-3	0%	-13%	-3	2%	-2%	3%	.	-3%
32	COc1ccccc1N(C)S(=O)(=O)c1ccc(C(=O)Nc2nc(C)c(C(C)=O)s2)cc1	-3	-7%	-7%	-6	-6%	3%	?	17%	0%
33	NC(=O)c1ccccc1NC(=O)CCCc1ccccc1	13	1%	2%	-6	3%	2%	-9%	-0.4%	-16%
34	COc1cc(/C=C/C(=O)Nc2ccc(OC)c(S(=O)(=O)N3CCOCC3)c2)ccc1OC(F)F	-1	-9%	-14%	-4	-5%	-17%	3%	.	2%
35	Cc1cccc(NC(=O)CSc2nnc(C)c(=O)[nH]2)c1	0	8%	-23%	-1	-4%	2%	1%	3.2%	14%
36	O=C1c2oc3ccccc3c(=O)c2C(c2ccc(O)cc2)N1c1nccs1 (stereo not drawn)	-3	0%	-15%	1	-3%	3%	1%	1.8%	8%
37	Cc1ccc(-n2cc3c(-c4cccc(Br)c4)nnc(C)c3n2)cc1	5	-9%	-16%	0	-7%	-13%	2%	1.8%	-6%
38	CCCN1Cc2cccc(C(=O)Nc3ccc(S(=O)(=O)N4CCCCCC4)cc3)c2C1=O	0	-1%	-2%	4	-4%	7%	-9%	2.9%	2%
39	COc1ccc(Nc2ncccc2C(=O)O)cc1	7	4%	-4%	-5	4%	4%[57.1 µM]	0%	0.2%	2%
40	COC(=O)Cc1c(C)c2ccc(OC3CCCCC3=O)cc2oc1=O (stereo not drawn)	9	-5%	-24%	-1	12%	221%[activator]	4%	4.5%	3%
41	CCCCN(C=O)c1c(CC)nc2c(OCc3ccc(C(F)(F)F)cc3)cccn12	0	2%	.	4	-4%	.	.	.	.
42	COc1cc(C(=O)NNC(=O)COc2cccc(F)c2)ccc1OCC(=O)N1CCOCC1	-1	8%	2%	-5	2%	-14%	0%	0.2%	2%
43	COc1ccc(OC)c(NC(=S)NCC(c2cccnc2)N2CCOCC2)c1 (stereo not drawn)	3	5%	-23%	1	-1%	-1%	2%	-1.7%	0%
44	C=CCSc1n[nH]c(-c2ccc(OCCC)cc2)n1	-4	3%	-8%	2	10%	-9%	-16%	0.9%	5%
45	CCOc1cc(/C=C2/NC(=O)N(CC(=O)Nc3cccc(C)c3)C2=O)ccc1O	-15	-4%	-8%	-3	-3%	-9%	8%	1.1%	7%
46	COc1cccc(OC)c1C(=O)Nc1nnc(C(C)C)s1	-3	0%	-20%	-7	-7%	11%	-5%	-2.1%	1%
47	COc1cccc(NC(=O)CN(C)CC(=O)Nc2cccc(C(F)(F)F)c2)c1	1	-7%	?	2	8%	0%	?	0.0%	8%

# Source: PubChem BioAssay (National Center for Advancing Translational Sciences (NCATS))
